rCAG binder: binds r(CAG) RNA repeats. r(CAG) RNA repeat, TO-PRO-1 dye displacement fluorescence. AID 651821. hit rate 1.3% among 370,000. inhibition, % at 3 µM;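 active = inhibition above the plate cutoff, the mean of all test compounds on that plate plus 3 SD, cut at about 35% in these data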;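 also: 0% = DMSO alone and 100% = 100 µM mitoxantrone as full dye displacement; higher means more dye released from RNA so lower well fluorescence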
PRMT1 inh: blocks human protein arginine methyltransferase 1 | Q99873 | recombinant PRMT1, activity-based probe fluorescence polarization | inhibition, % at 2.79 µM | hit rate 1.3% among 370,000 | AID 652257;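 active = inhibition above about 21% made by adding two undisclosed values, limit read from the data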
Target sequence (Q99873 whole entry, looked up): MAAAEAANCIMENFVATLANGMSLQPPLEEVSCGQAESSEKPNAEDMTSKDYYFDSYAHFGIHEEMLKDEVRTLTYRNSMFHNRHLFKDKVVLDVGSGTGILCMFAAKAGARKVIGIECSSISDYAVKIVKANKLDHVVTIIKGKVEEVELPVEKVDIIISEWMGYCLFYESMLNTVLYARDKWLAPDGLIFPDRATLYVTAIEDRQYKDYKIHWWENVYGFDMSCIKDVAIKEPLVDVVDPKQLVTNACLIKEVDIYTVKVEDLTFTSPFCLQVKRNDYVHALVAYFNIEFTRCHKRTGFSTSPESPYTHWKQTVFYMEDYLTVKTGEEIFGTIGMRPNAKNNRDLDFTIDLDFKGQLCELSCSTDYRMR
LEDGF integ inh: blocks HIV-1 LEDGF/p75-dependent DNA integration | TR-FRET IN-LEDGF/p75 DNA integration, Eu/Cy5 | inhibition, % at 3.7 µM | hit rate 0.64% among 370,000 | AID 743269;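 active = inhibition above the screen-wide mean plus 3 SD, cut at about 13% in these data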;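 also: signal is the Cy5 over europium emission ratio at 671 and 618 nm; 0% = plate median of compound wells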
PG9 Ab binder: small molecules binding HIV-1 gp120 antibody PG9; TR-FRET gp120-PG9 antibody binding; inhibition, % at 6.7 µM; hit rate 0.43% among 360,000; AID 624416; in the data active = inhibition above about 8.5%
mABHD4 FP: ABHD4 (mouse) inhibition, primary FP screen. Q8VD66. inhibition, % at 8.92 µM. purified mABHD4, FP-Rh probe fluorescence polarization. hit rate 0.54% among 370,000. AID 720543;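 active = inhibition exceeding the mean over every tested compound plus 3 SD, cut at about 30% in these data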;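 also: 0% = plate median of compound wells and 100% = S159A mutant with DMSO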
Target sequence (Q8VD66 whole entry, looked up): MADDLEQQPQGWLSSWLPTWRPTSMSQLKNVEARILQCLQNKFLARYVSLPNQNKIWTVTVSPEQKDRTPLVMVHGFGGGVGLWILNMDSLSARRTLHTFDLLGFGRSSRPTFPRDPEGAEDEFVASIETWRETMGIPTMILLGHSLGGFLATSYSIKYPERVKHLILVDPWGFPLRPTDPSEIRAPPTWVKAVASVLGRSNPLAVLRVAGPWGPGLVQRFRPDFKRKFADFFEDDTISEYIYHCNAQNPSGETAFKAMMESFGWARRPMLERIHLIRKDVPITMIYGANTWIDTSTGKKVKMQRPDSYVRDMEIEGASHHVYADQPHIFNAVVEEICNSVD
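Assay system: mouse ABHD4 enzyme, wild type / Also added: fluorescent activity-based probe FP-Rh / Doses: single nominal dose of 8.92 µM, 0.89% DMSO final / Timing: 45 min compound pre-incubation plus 60 min probe step, 25 °C / Signal: FP readout, ex 525 nm / em 598 nm / Control set: S159A mutant/DMSO as 100%, compound-well median as 0%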
TDP2 inh: blocks human TDP2 phosphodiesterase activity; O95551; recombinant TDP2, T5PNP hydrolysis, p-nitrophenol absorbance 415 nm; hit rate 0.34% among 370,000; inhibition, % at 12.8 µM; AID 720702;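 active = inhibition above the mean of all tested compounds plus 3 SD, set per campaign, cut at about 25% in these data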;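 also: 0% = DMSO with enzyme and 100% = buffer with substrate but no TDP2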
Target sequence (O95551 whole entry, looked up): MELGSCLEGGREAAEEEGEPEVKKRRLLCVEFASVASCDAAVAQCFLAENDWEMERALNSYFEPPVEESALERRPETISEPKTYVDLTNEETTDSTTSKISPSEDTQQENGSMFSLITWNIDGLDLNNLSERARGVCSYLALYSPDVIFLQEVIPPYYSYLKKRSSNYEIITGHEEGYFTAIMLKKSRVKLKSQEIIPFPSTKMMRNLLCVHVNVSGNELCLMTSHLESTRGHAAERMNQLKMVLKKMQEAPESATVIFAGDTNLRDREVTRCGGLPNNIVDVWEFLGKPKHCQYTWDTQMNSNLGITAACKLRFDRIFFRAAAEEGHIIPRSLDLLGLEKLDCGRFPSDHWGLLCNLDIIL
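Read-out basis: percent inhibition. System: recombinant human TDP2. Buffer or medium: Mg2+-containing Tris-HCl buffer, pH 7.5. Repeats: single replicate. Timing: reaction 2 h, 37 °C. Benchmarks: high control without enzyme, low control DMSO plus TDP2. Probe or stimulus: 5 mM T5PNP. Doses: 12.8 µM only. Measured by: epi absorbance of p-nitrophenol freed from T5PNP by hydrolysis.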
HTRA1 inh: inhibitors of human serine peptidase HTRA1; hit rate 0.5% among 340,000; recombinant HTRA1, FP-rhodamine activity-based probe, fluorescence polarization; AID 504803; Q92743; inhibition, % at 5.96 µM; in the data active = inhibition above about 36%;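 also: 0% = enzyme with DMSO and 100% = wells lacking enzyme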
TCR-CD3 inh: inhibitors of human TCR-CD3 interaction | TAMRA-labeled TCR probe fluorescence, biochemical | inhibition, % at 9.4 µM | hit rate 0.37% among 360,000 | AID 651800; in the data active = inhibition above about 19%;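 also: recombinant mutant TCR 2C K166C tagged with TAMRA read by polarization; 0% = receptor in buffer alone and 100% = receptor with positive control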
NR1D1 modulator: modulates human Rev-erb alpha binding to DNA | P20393 | Rev-erbα–FITC-DNA binding, fluorescence polarization, 90 min | activity, % at 10 µM | hit rate 0.79% among 370,000 | AID 1259318;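 active = activity above about 14%, limit read from the data; passing the limit was not always enough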;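 also: 0% = DMSO wells with 35 nM protein and 100% = DMSO wells with 750 nM protein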
SIAE primary: human SIAE inhibition, primary screen; Q9HAT2; SIAE FP-Rh probe binding, fluorescence polarization; inhibition, % at 9.66 µM; hit rate 0.69% among 370,000; AID 1053197;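 active = inhibition above a cutoff: mean of compounds within the control limits plus 3 SD of those, cut at about 17% in these data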;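 also: 0% = plate median of compound wells and 100% = probe without SIAE protein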
An asterisk follows results filed as active; / = not tested or not shown. An excerpt. The share of hits here may be higher or lower than overall.

item	SMILES	rCAG binder	PRMT1 inh	LEDGF integ inh	PG9 Ab binder	mABHD4 FP	TDP2 inh	HTRA1 inh	TCR-CD3 inh	NR1D1 modulator	SIAE primary
1	COc1cc(/C=N/NC(=S)NCCN2CCOCC2)cc(OC)c1O	-1	-1	-1	-5.4	7	5	-3	3	1	12
2	CC(OC(=O)c1ccc(S(=O)(=O)N2CCCCC2)cc1)C(=O)Nc1ccc(C(N)=O)cc1 (configuration not stated)	1	0	1	1.3	-6	5	0	5	-9	-3
3	COc1ccc(C(=O)COC(=O)C(CCSC)NC(=O)COc2ccccc2)cc1 (configuration not stated)	-4	-3	2	-1.4	-2	14	-12	10	-2	8
4	Cc1cc2cc(CN(Cc3ccco3)S(=O)(=O)c3c(C)ccc4nsnc34)c(=O)[nH]c2cc1C	7	1	-5	0.7	2	6	-18	2	-2	-7
5	O=C(NN=C1CCCC1)NC1CCCCC1	-1	-2	-1	-0.5	3	5	-5	2	0	-7
6	CCCOc1ccc(N2C(=O)CC(SCC(N)C(=O)OCC)C2=O)cc1 (configuration not stated)	-5	27*	-2	-0.1	7	2	-3	-2	-5	-3
7	Cn1nc([N+](=O)[O-])nc1Sc1ccc(Cl)cc1	2	2	-5	-0.2	2	-11	5	-7	7	-5
8	CC(C)(C)CC(C)(C)c1ccc(O)c(CN2CCN(CCC#N)CC2)c1	-11	0	0	-3.0	9	2	1	2	-1	0
9	O=C(Oc1ccccc1Cl)c1ccccc1	2	1	1	-4.0	1	7	0	4	-2	-5
10	CCOc1cc(NC(=S)NCCCN2CCOCC2)c(OCC)cc1NC(=O)C1CCCCC1	-6	2	0	4.5	1	-9	0	-8	2	0
11	CCOC(=O)C1CCN(CCCSc2ccccc2)CC1	-4	-2	2	-1.2	-1	-17	-2	3	-2	-2
12	Cc1cccc(N2CCN(S(=O)(=O)c3ccc4c(c3)CCCN4C(=O)C3CCC3)CC2C)c1 (configuration not stated)	0	-3	-3	0.0	4	-13	2	5	-3	-1
13	O=C(COc1ccccc1)NCCc1nc2ccccc2[nH]1	-2	2	-3	-0.7	5	14	-3	3	-6	1
14	Cc1ccc(/C=N/NC(=O)CSc2ccccn2)o1	1	-1	-2	-1.1	-2	11	7	9	3	4
15	CN1CCN(/N=C/c2nc(-c3ccccc3Cl)n3ccccc23)CC1	-1	1	2	-3.6	-2	3	1	0	-2	10
16	CCOC(=O)c1c(C#N)c(SCC(=O)Nc2ccc(OC)cc2)nc2c1CN(CC)CC2	11	20	3	1.0	-7	-12	0	-8	0	3
17	COc1ccc(CCC(=O)NNC(=O)Nc2ccccc2Cl)cc1	-1	-1	0	-3.5	10	-3	2	-7	4	5
18	COc1ccc(Oc2ncc(CN3CCN(c4ccccc4)CC3)s2)cc1	-12	0	0	-1.2	8	2	-2	-1	0	-1
19	CCCCn1c(=N)n(CC(=O)C(C)(C)C)c2ccccc21	-2	-6	6	0.2	9	0	-4	2	0	2
20	CC(C)NC(=O)Cn1nc(C(F)(F)F)c2c1CCC2	-1	-1	-2	1.0	-1	-7	9	-3	-4	6
21	O=[N+]([O-])c1ccc(N2CCN(CCO)CC2)cc1NCc1ccco1	0	1	-2	-1.8	-1	-8	-3	-4	-2	-3
22	Cc1cccc(N(Cc2ccccc2)C(=O)c2cc(S(=O)(=O)N3CCOCC3)ccc2Cl)c1	-1	2	-4	2.6	-4	-11	-11	-5	-12	-2
23	CC(C)CCC(CC(C)O)c1n[nH]c(=S)n1-c1ccccc1 (configuration not stated)	2	2	-2	1.0	5	-1	6	-4	6	5
24	COc1ccc(-c2cc(=O)oc3cc(OC(C)C(=O)NCC4CCC(C(=O)O)CC4)ccc23)cc1 (configuration not stated)	9	-6	0	-0.1	13	13	-5	5	-1	0
25	CCNC(=O)Nc1ccc2c(c1)c(=O)n(C)n2Cc1ccc(Cl)cc1	2	0	-1	0.3	3	-2	/	-4	-2	-1
26	C=CCn1c(COc2ccc(F)cc2)nnc1SCC(=O)Nc1cccc(S(N)(=O)=O)c1	9	4	-5	-1.1	-15	-13	/	-1	1	-13
27	Cc1ccc(NC(=O)NNc2cccc(Cl)n2)cc1	5	3	-1	-1.5	1	-3	-1	3	-3	-3
28	O=C(C1CCN(Cc2ccc(Cl)cc2)CC1)N1CCN(C(c2ccccc2)c2ccccc2)CC1	5	5	0	-0.1	7	-6	-31	2	-8	3
29	Cc1ccc(-c2noc(CSc3nc(N)cc(N)n3)n2)cc1	2	1	3	2.3	-2	0	-8	-1	1	5
30	CC(=O)Nc1ccc(NC(=O)C(=O)N/N=C/c2cccnc2)cc1	1	-1	0	-2.0	2	1	/	-1	-1	-3
31	C(=N\N1CCN(Cc2cccc3ccccc23)CC1)/c1cccs1	-3	0	-4	-2.5	3	-7	6	-6	-3	-1
32	CCN(Cc1ccccc1)c1ccc(/C=C(\C#N)c2ccccn2)cc1	-31	57*	2	-2.5	8	-9	-5	7	3	1
33	O=c1nc2n(c3ncccc13)CCCCC2	-2	-3	1	2.5	3	-9	3	7	-7	1
34	COc1ccc(CNC(=O)N[C@@H](CC(C)C)C(=O)O)cc1OC	3	6	-3	-0.8	0	9	0	3	6	-2
35	Cn1c(=O)c(C(=O)CSc2nncs2)c(N)n(Cc2ccccc2)c1=O	0	-2	-7	-0.9	4	-2	-3	-10	-3	-4
36	O=C(Nc1c2c(nn1-c1ccccc1)CS(=O)(=O)C2)c1cccs1	3	-2	3	-0.1	-1	8	1	8	-3	8
37	Nn1c(SCC(=O)Nc2ccccc2F)nc2ccccc2c1=O	3	5	1	-1.4	-3	-14	0	0	9	1
38	Cc1ccc2nc(-c3ccc(SCC(=O)Nc4ccc5c(c4)OCCO5)nc3)[nH]c2c1	1	-2	0	0.3	-27	10	-19	-2	9	-33
39	CC(=O)OCCc1c2ccccc2c(CCCN(C)C)c2ccccc12	-2	1	-2	-11	10	-9	-3	-4	7	-2
40	Cc1ccc(-n2nc(C)c3c2OC(N)=C(C#N)C3c2ccccc2F)cc1 (configuration not stated)	8	2	3	-0.6	29	26*	6	1	-4	4
41	C[C@H](CO)N1C[C@H](C)[C@H](CN(C)Cc2ccccc2)Oc2ccc(NC(=O)Nc3ccc(F)cc3)cc2C1=O	-3	-3	-5	1.3	-5	1	-26	6	4	11
42	CCN(CC(=O)Nc1cccc(S(=O)(=O)N(C)c2ccccc2)c1)Cc1ccccc1	1	2	-7	0.5	-12	-5	-31	-8	-4	-3
43	COc1cccc(C(=O)NNC(=O)C(=O)Nc2ccc(OC)cc2OC)c1	2	4	2	-0.1	0	2	5	-11	-4	4
44	Cc1ccc(N(C(=O)Cn2nnc(-c3cccs3)n2)C(C(=O)NC2CCCC2)c2ccncc2)cc1 (configuration not stated)	-1	-1	1	1.5	0	-4	4	4	-4	0
45	Cc1cc(NC(=O)C2C3C(=O)N(c4cccnc4)C(C(=O)NC(C)(C)C)C34C=CC2(C)O4)no1 (configuration not stated)	-1	3	0	-0.5	-12	-5	5	-5	-5	-5
46	CC(C)c1ccc(O)c(=O)cc1	1	-1	-3	-1.7	13	-14	/	2	2	-2
47	CSc1cccc(NS(=O)(=O)c2cc(Br)cnc2N)c1	15	-3	0	1.6	-9	-1	-2	10	-3	1
48	CCOc1ccc(NC(=O)CN(C)C(=O)c2ccccc2SCC(=O)N2CCCC2)cc1OCC	-8	-3	-4	-1.4	2	13	2	4	0	4
49	OCc1ccnc2c(O)cccc12	1	10	-13	-1.5	-9	-8	11	-2	-3	1
50	Cc1nn(-c2ccc(F)cc2)c(Cl)c1/C=N/NC(=O)c1cccs1	1	-1	1	0.9	-8	-1	-11	2	-6	2
51	Oc1c(C(c2ccccc2)N2CCOCC2)ccc2ccccc12 (configuration not stated)	15	13	2	2.6	-3	0	-5	3	6	4
52	O=S(=O)(c1ccccc1)C1CC1(c1ccccc1)c1ccccc1 (configuration not stated)	-1	-2	-2	-2.5	5	1	-15	-1	6	9
53	COCCN(CCOC)c1nc(-c2ccccc2)nc2ccccc12	-4	3	1	-1.0	-4	0	-9	-1	0	4
54	O=C(Nc1ccc(C(F)(F)F)cc1)c1ccccc1	3	1	0	-1.7	-8	-1	-7	-3	8	-6
55	CN(C)/C=C1/NC(=S)NC1=O	-1	3	-2	-1.3	2	6	7	14	-2	8
56	CCOC(=O)c1ccc(Nc2nnc3nc(C)cc(C)n23)cc1	-1	-2	-1	-0.5	1	-8	4	2	-5	-6
57	CCOC(=O)c1[nH]c(C)c(/C(O)=C2\C(=O)C(=O)N(CCN(C)C)C2c2cccc(OC)c2OC)c1C (configuration not stated)	0	2	1	1.0	2	5	-3	-1	3	0
58	COc1cc(C(=O)NC(=S)Nc2ccc([N+](=O)[O-])cc2C)cc(OC)c1OC	4	-4	0	-2.0	-7	4	-7	0	-2	-6
59	COc1ccc(S(=O)(=O)Cc2ccc(C(=O)NC3CCC(C)CC3)o2)cc1 (configuration not stated)	-5	-6	4	0.8	0	6	0	3	5	0
60	CC(C)N1C(=O)CCC1C(=O)NCc1ccco1 (configuration not stated)	1	-1	4	-1.2	-3	5	7	9	3	4

Excerpt, entries 1 to 2
item	SMILES	rCAG binder	PRMT1 inh	LEDGF integ inh	PG9 Ab binder	mABHD4 FP	TDP2 inh	HTRA1 inh	TCR-CD3 inh	NR1D1 modulator	SIAE primary
1	COc1cc(/C=N/NC(=S)NCCN2CCOCC2)cc(OC)c1O	-1	-1	-1	-5.4	7	5	-3	3	1	12
2	CC(OC(=O)c1ccc(S(=O)(=O)N2CCCCC2)cc1)C(=O)Nc1ccc(C(N)=O)cc1 (configuration not stated)	1	0	1	1.3	-6	5	0	5	-9	-3

Additional structures:
item	SMILES	rCAG binder	PRMT1 inh	LEDGF integ inh	PG9 Ab binder	mABHD4 FP	TDP2 inh	HTRA1 inh	TCR-CD3 inh	NR1D1 modulator	SIAE primary
61	O=C(NCc1ccncc1)C(=O)NCC1OCCN1S(=O)(=O)c1ccc(Br)cc1 (configuration not stated)	0	12	6	-0.4	5	6	2	-1	1	-2
62	O=[N+]([O-])c1cccc(S(=O)(=O)Nc2ccc(-c3ccc(N4CCCC4)nn3)cc2)c1	10	0	-1	0.4	4	-5	-2	3	6	6
63	CCCc1cc(C(=O)N2CCCC(C(=O)c3ccc(Cl)cc3)C2)n(C)n1 (configuration not stated)	-9	-1	-1	-1.0	4	4	1	0	1	2
64	COc1ccc(-c2csc(C(O)c3ccc(F)cc3)n2)cn1 (configuration not stated)	2	-6	-2	0.4	-4	-3	/	8	-1	1
65	COc1ccc(CNC(=S)NCc2ccc(OC)cc2)cc1	0	1	-1	0.3	-10	14	-5	2	2	1
66	C=C(C)CNC(=S)N1CCN(C(c2ccccc2)c2ccccc2)CC1	-1	1	3	1.7	-1	3	-4	-7	1	1
67	S=C(NC1CCCCC1)NC1CC2CCC(C1)N2Cc1ccccc1 (configuration not stated)	2	-2	0	1.4	-4	-6	-2	3	4	-4
68	CC(Oc1ccccc1)C(=O)N1CCN(S(=O)(=O)c2ccc(OC(F)(F)F)cc2)CC1 (configuration not stated)	0	0	-1	-0.2	3	-11	-2	-1	6	-4

Compound activity as filed in PubChem.
